PriA SSB inh: K. pneumoniae PriA-SSBct interaction inhibition | AlphaScreen SSBct-PriA binding, biotinylated peptide | inhibition, % at 33 µM | 430,000 tested, 0.6% active; in the data active = inhibition mostly above about 37%, no sharp cut-off; inactive = mostly below about 20%;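 also: plate controls were negative control peptide for no effect and reference peptide for full effect; strong numbers were not always called active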
Anthrax LF prot: blocks Bacillus anthracis lethal factor protease; 360,000 tested, 0.12% active; AID 588501; inhibition, % at 10 µM; P15917; multiplex microsphere protease cleavage assay, LF; also: plate controls were buffer without enzyme for full effect and enzyme alone for no effect
Target sequence (P15917 whole entry, looked up): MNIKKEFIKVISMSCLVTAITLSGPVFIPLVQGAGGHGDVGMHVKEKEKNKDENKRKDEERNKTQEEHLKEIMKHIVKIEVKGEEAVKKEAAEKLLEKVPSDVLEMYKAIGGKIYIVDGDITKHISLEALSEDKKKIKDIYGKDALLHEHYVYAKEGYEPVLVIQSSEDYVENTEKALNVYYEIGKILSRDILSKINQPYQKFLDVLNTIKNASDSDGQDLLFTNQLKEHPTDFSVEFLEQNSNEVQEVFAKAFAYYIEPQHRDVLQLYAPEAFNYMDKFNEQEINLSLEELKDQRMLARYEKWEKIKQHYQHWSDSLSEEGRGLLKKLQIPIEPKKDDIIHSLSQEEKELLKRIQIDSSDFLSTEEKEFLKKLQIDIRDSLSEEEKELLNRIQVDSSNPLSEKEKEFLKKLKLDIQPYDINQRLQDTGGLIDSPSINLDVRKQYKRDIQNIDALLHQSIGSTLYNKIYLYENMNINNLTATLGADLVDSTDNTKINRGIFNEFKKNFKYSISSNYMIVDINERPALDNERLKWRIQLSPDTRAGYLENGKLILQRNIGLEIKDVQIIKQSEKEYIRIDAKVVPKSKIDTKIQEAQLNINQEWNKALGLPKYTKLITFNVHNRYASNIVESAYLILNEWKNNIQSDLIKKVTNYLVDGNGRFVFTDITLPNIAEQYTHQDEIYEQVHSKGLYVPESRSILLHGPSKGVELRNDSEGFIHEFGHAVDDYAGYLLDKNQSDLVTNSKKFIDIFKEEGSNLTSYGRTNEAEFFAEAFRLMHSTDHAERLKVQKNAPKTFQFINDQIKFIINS
Y pestis TopoI: blocks Yersinia pestis topoisomerase I activity | Y. pestis Topo-I cleavage product accumulation, plate reader | activity, % at 10 µM | 360,000 tested, 0.064% active | AID 504884; in the data active = activity above about 50%, passing the limit was not always enough; inconclusive = no clear call, values can overlap the other calls; also: inactives centre near 2
TcdB GH inh: blocks C. difficile toxin B glycohydrolase activity; P18177; TcdB glycohydrolase enzymatic assay, plate reader; inhibition, % at 9.99 µM; 350,000 tested, 0.24% active; AID 652162; in the data active = inhibition above about 10%
CCHFV vOTU inh: CCHFV vOTU protease inhibition | 370,000 tested, 0.55% active | inhibition, % at 11.5 µM | Pep-AMC fluorescence; in the data active = inhibition above about 30%; also: 0% = vehicle wells with enzyme and 100% = no enzyme wells
PfHsp40 yeast: compounds rescuing yeast from Plasmodium falciparum HSP40 toxicity. AID 504582. 340,000 tested, 0.68% active. S. cerevisiae expressing PfHsp40, growth rescue, ATP luminescence. growth rescue, % at 12.5 µM; in the data active = growth rescue above about 28%, passing the limit was not always enough; inconclusive = no clear call, values can overlap the other calls;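 also: yeast W303a lacking pdr1 and pdr3 grown in galactose medium; growth measured after three days at 30 °C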
BoNT A protease: BoNT A light chain protease inhibition. multiplex microsphere protease substrate cleavage, flow cytometry. inhibition, % at 10 µM. 360,000 tested, 0.17% active. AID 588499; also: plate controls were buffer without enzyme for full effect and enzyme alone for no effect
3CLpro inhibitor: SARS-CoV 3CLpro protease inhibition; P0C6X7; inhibition, % at 6 µM; AID 1706; recombinant SARS-CoV 3CLpro, quenched FRET peptide cleavage; 290,000 tested, 0.14% active; in the data active = inhibition above about 12%
Vc quorum ag: induces V. cholerae light production without autoinducers | 350,000 tested, 0.16% active | activation, % at 18.7 µM | V. cholerae BH1578 lux reporter, luminescence, 6 h | AID 588436; in the data active = activation mostly above about 9.7%, no sharp cut-off; inconclusive = no clear call, values can overlap the other calls; inactive = mostly below about 3.7%; also: not every result past the cut was called active; inactives centre near 0; reference of the scale not given here
DUSP3 inh: inhibitors of human VHR1 phosphatase (DUSP3). P51452. 290,000 tested, 0.52% active. recombinant VHR phosphatase, pNPP absorbance. inhibition, % at 13.3 µM; in the data active = inhibition above about 50%; also: some compounds called inactive have numbers as strong as hits
Target sequence (P51452 whole entry, looked up): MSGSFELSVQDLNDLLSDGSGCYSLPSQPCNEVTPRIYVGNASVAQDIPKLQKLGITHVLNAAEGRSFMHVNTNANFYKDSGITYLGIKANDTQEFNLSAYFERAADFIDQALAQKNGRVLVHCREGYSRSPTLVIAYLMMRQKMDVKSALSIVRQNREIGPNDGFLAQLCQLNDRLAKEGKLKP
An asterisk follows results filed as active; i = inactive; ? = inconclusive; . = no result given; & = joins results of further samples. Rule as the data show it, unless noted: active = inhibition above about 30%; inconclusive = no clear call, values can overlap the other calls; inactive = below that. A portion of the library; rates above refer to the full screens.

Values run as follows: PriA SSB inh	Anthrax LF prot	Y pestis TopoI	TcdB GH inh	CCHFV vOTU inh	PfHsp40 yeast	BoNT A protease	3CLpro inhibitor	Vc quorum ag	DUSP3 inh
- CN(C)/C=C(\C#N)C(=O)c1cccnc1Oc1ccc(F)cc1F
    -23	0	5	.	9	1.7	-2.5	-1	-0.4	23
- COc1ccc(S(=O)(=O)N2CCOCC2)cc1NC(=O)CN1C(=O)NC2(CCC(C)CC2)C1=O (stereo unspecified)
    .	7	11	0.0	1	.	0.1	.	i	.
- CCN(CC(=O)Nc1ccc(NC(C)=O)cc1)C(=O)/C=C/c1ccc2c(c1)OCO2
    7	3	2	-4.0	-13	0.0	-0.3	.	-5.7	.
- COc1ccccc1CNC(=O)C1=CCN(S(=O)(=O)c2ccc(C)cc2)CC1
    -2	6	-4	0.3	-10	0.7	-1.3	-4	-0.4	2
- O=C(NCC1(N2CCOCC2)CCCCC1)c1ccc(Cl)c(S(=O)(=O)NCc2ccco2)c1
    4	0	5	.	0	-0.1	3.7	-5	i	25
- CCOC(=O)c1sc(=NC(=O)c2ccc(Br)cc2)n(C)c1C
    0	-4	0	2.1	-2	-1.0	0.4	5	i	-4
- CCCn1c(N)c(NCCN2CCOCC2)c(=O)[nH]c1=O
    5	-5	4	0.8	-9	-3.3	0.3	1	-0.2	30
- Cc1cc(=O)[nH]c(N/N=C/c2ccc(OC(=O)c3ccco3)cc2)n1
    .	0	3	-0.2	1	-0.1	0.4	5	-0.3	-1
- COc1ccc(-c2cc(C(=O)Nc3ccccc3F)on2)cc1
    -13	-6	-9	0.7	4	-0.8	0.3	0	-0.6	6
- COCCN1C[C@@H](CO)O[C@@H](n2cnc3c(NCc4cc(OC)c(OC)c(OC)c4)ncnc32)C1
    .	1	-13	1.7	8	.	0.3	.	1.2	.
- CCOC(=O)C1=C(C)N(C)C(=S)NC1c1ccccc1 (stereo unspecified)
    2	-4	4	0.8	9	-0.7	-0.4	0	-0.6	-4
- O=C(COC(=O)C1CC2C=CC1C2)NCCc1ccccc1 (stereo unspecified)
    4	-1	0	0.8	-4	0.0	-0.8	1	-0.3	17
- CCOc1ccc(/C(O)=C2/C(=O)C(=O)N(c3nc(C)c(C)s3)C2c2ccco2)cc1 (stereo unspecified)
    .	-8	-11	.	-2	-0.5	0.3	2	i	25
- CCOC(=O)C1(Cc2ccc(Cl)cc2)CCN(C2CCC2)CC1
    1	-18	4	0.3	13	-1.5	1.3	-1	i	30
- O=C(CN1CCc2ccccc21)NN1CC(=O)N(c2ccc(Cl)cc2)CC1=O
    -3	-7	-2	0.0	5	0.5	-0.5	2	i	14
- CCCCCc1cc(=O)oc2c(C(CCN3CCCC3)c3cc(OC)c(OC)c(OC)c3)c(OC)cc(OC)c12 (stereo unspecified)
    7	0	-6	1.4	13	-1.6	-0.2	.	0.5	18
- COP(=O)(CC(=O)c1ccccc1)CC(=O)c1ccccc1
    -24	0	6	0.5	18	-1.3	0.2	-5	-0.3	12
- COc1ccccc1C(=O)C1CCCN(C(=O)c2ccco2)C1 (stereo unspecified)
    -2	-3	4	0.8	26	-0.4	1.2	-7	-0.5	9
- COc1ccccc1N=Cc1nc(-c2ccccc2)oc1OC(C)=O
    -12	-6	7	.	6	1.5	-0.8	1	-0.5	13
- COC(=O)Cc1csc(N)n1
    -2&-2	1&-4	6&4	.	10&-6	0.1&-1.4	-1.1&0.1	3&1	i	28&0
- O=C1C(Nc2ccccc2)=CC(c2ccc(O)cc2)N1c1ccccc1 (stereo unspecified)
    0	-8	0	-0.3	-57	2.9	-0.1	-2	i	-1
- O=C(c1ccc([N+](=O)[O-])cc1)n1nc(-c2ccccc2)nc1NCc1ccccc1
    -2	-5	-7	.	2	1.1	0.0	1	-5.6	24
- CC(O)CNc1nc2sc3c(c2c(=O)n1CCc1ccccc1)CCCCC3 (stereo unspecified)
    2	0	-4	1.1	0	1.8	-0.5	-4	-0.2	-2
- O=[N+]([O-])c1ccc(S(=O)(=O)c2cccc(C(F)(F)F)c2)nc1
    1	.	0	.	.	42*	.	.	i	.
- CC(CCc1ccccc1)NC(=O)C1CCN(S(=O)(=O)c2cnc[nH]2)CC1 (stereo unspecified)
    2	3	15	.	-4	-1.9	1.0	0	5.0	-6
- CCCCNC(=O)COC(=O)c1c2c(nc3ccccc13)CCC2
    2	0	-9	0.0	6	0.2	1.1	-1	-0.6	39
- COc1cc(-c2cc(C(=O)Nc3ccc(S(=O)(=O)Nc4ncccn4)cc3)c3ccccc3n2)cc(OC)c1OC
    -19	-4	6	0.8	0	0.2	-0.3	-3	-0.4	4
- N#Cc1cccnc1N1CCN(C(c2ccnc3ccccc23)c2nnnn2-c2ccc3c(c2)OCCO3)CC1 (stereo unspecified)
    .	-1	.	0.1	-6	.	0.4	.	.	.
- COC(=O)c1ccccc1S(=O)(=O)N1CCC(NC(=O)c2ccccc2)CC1
    -14	-3	1	0.0	-4	-1.8	-2.9	2	1.6	23
- COc1ccc(-c2cc3nc(NCCN4CCCC4)n(C)c(=O)c3s2)cc1OC
    .	-7	-2	1.6	-37	.	-0.4	.	-0.1	.

Brought forward from above: 2 entries, followed by the next part.
Values run as follows: PriA SSB inh	Anthrax LF prot	Y pestis TopoI	TcdB GH inh	CCHFV vOTU inh	PfHsp40 yeast	BoNT A protease	3CLpro inhibitor	Vc quorum ag	DUSP3 inh
- COC(=O)c1ccccc1S(=O)(=O)N1CCC(NC(=O)c2ccccc2)CC1
    -14	-3	1	0.0	-4	-1.8	-2.9	2	1.6	23
- COc1ccc(-c2cc3nc(NCCN4CCCC4)n(C)c(=O)c3s2)cc1OC
    .	-7	-2	1.6	-37	.	-0.4	.	-0.1	.
- CN(CC(=O)Nc1ccc(Cl)cc1)CC(=O)N1CCc2ccccc21
    .	7	-4	0.9	-3	.	-0.1	.	i	.
- Cc1ccc(CN2CCN(Cc3cnn(-c4ccc(F)cc4)c3)CC2CCO)o1 (stereo unspecified)
    -6	2	-12	0.7	0	0.3	-0.1	1	-0.2	13
- COC(=O)c1[nH]c2c(c1C)C(=O)CCC2
    -3	-3	7	.	1	-0.8	-1.5	6	-24	31
- O=C(NCc1ccccc1)c1ccc(NC(=O)c2ccccc2F)cc1
    -4	-2	8	2.0	27	0.2	4.4	-2	-7.9	-11
- CCc1nc2ccc(C(=O)N3CCN(C(=O)c4ccco4)CC3)cn2c1N(C)Cc1ccc(OC)cc1
    .	-11	15	0.4	-7	.	0.8	.	-0.5	.
- COc1cccc(N2CCN(S(=O)(=O)c3ccc4c(c3)NC(=O)C(C)C(=O)N4)CC2)c1 (stereo unspecified)
    -9	0	7	1.4	8	0.2	-0.9	-1	0.2	-48
- CC1CCN(Cc2csc(N)n2)CC1
    0	-1	10	.	0	-1.7	0.9	0	i	6
- CCOC(=O)c1c(-c2cccc([N+](=O)[O-])c2)cn2ccccc12
    8	-2	-7	1.9	6	0.9	-0.6	3	i	21
- O=C(CCNS(=O)(=O)c1ccc(Cl)cc1)N1CCCC1
    -9	-4	-4	-0.4	-4	-0.8	-6.4	-2	-1.6	-15
- COc1cc2oc(=O)cc(-c3cccc(-c4ccc(C(F)(F)F)cc4)c3)c2c(OC)c1OC
    -5	-4	8	-6.5	16	-0.2	0.3	.	-1.0	.
- O=C1c2oc3ccc(F)cc3c(=O)c2C(c2cccc(O)c2)N1CCCN1CCOCC1 (stereo unspecified)
    -5	-4	3	0.3	-5	0.3	-0.5	2	i	-7
- O=C(COC(=O)c1ccco1)c1ccc2ccccc2c1
    -8	1	-1	.	-1	0.3	0.0	7	i	42
- C=CCc1ccc(OCCOCCNCCCC)c(OC)c1
    -3	-8	2	.	6	-1.2	-0.7	-4	.	5
- C=CCN(CC=C)S(=O)(=O)c1ccc(NC(=S)NC(=O)/C=C/c2cccc3ccccc23)cc1
    -12	6	1	.	7	0.0	8.0	4	-0.7	-4
- CCOc1cccc(CN2CCC(n3nccc3NC(=O)C3CCCC3)CC2)c1
    4	2	-7	0.0	9	-1.1	-0.8	2	1.9	-6
- COc1ccccc1NC(=O)CSc1nncs1
    -3	-8	-1	0.7	-10	-0.6	-0.3	.	-5.9	.
- Cc1noc(NS(=O)(=O)c2ccc(N3Cc4ccccc4C3=O)cc2)c1C
    -3	-5	4	.	1	2.0	0.8	-3	i	6
- Cc1ccc(CN2CCN(Cc3ccc(-n4cccn4)cc3C)CC2CCO)cc1 (stereo unspecified)
    0	1	0	0.5	2	-1.3	-1.1	7	-0.2	26
- CSc1ncccc1C(=O)OCC(=O)NC1CC1
    -8	?	6	-1.2	2	1.3	?	.	-0.6	.
- Cc1ccc(N(Cc2ccccc2F)S(C)(=O)=O)cc1C
    -13	-2	-6	0.9	-3	-0.5	-0.1	10	-3.8	25
- N/C(=N\OC(=O)/C=C/c1ccccc1Cl)c1ccccn1
    .	-1	2	1.1	13	-0.2	0.5	1	-0.2	-5
- CCc1ccc(/C=C2/C(=O)N(c3ccccc3)C(=S)N2CC(=O)OC)s1
    -7	2	13	.	3	-1.3	5.3	-2	0.1	32
- CCOC(=O)c1c(C)[nH]c(C(=O)COC(=O)CCNS(=O)(=O)c2ccc(NC(C)=O)cc2)c1C
    -9	-3	7	0.9	-5	-1.4	-0.1	.	-1.1	.
- O=C(COc1ccc2ccccc2c1Br)N1CCCC1
    20	1	12	0.2	4	3.6	-0.1	-1	i	10
- Cc1ccccc1C(=O)N1CCN(c2ccc(NC(=S)NC(=O)c3cccs3)cc2)CC1
    1	-1	1	1.7	15	-1.1	-0.2	1	-0.4	-2
- CS(=O)(=O)N(CC(=O)O)c1ccc2c(c1)OCO2
    -6	-1	0	.	6	0.4	-0.5	0	1.6	-9
- O=C(Nc1ccc(Cl)cc1F)c1ccc2c(c1)C(=O)N(Cc1ccncc1)C2=O
    -7	-2	-1	1.8	-8	.	0.2	.	-0.1	.
- COc1ccc(C(=O)Nc2cccnc2)cc1S(=O)(=O)N1CCOCC1
    -8	-5	3	0.2	-3	0.1	1.8	3	0.3	-4
- O=C(NCC(c1cccs1)N1CCOCC1)c1cc(Cl)ccc1[N+](=O)[O-] (stereo unspecified)
    3	-4	-14	1.4	9	-0.5	-1.0	.	i	.
- COC(=O)C1=C(C)NC(=O)CC1c1cc2c(cc1Br)OCO2 (stereo unspecified)
    -6	-4	3	.	6	0.6	-0.2	5	-2.2	30
- COc1ccccc1C(=O)NCCC(=O)N1CCCCCCC1
    -6	-1	3	1.6	-9	-0.1	-2.5	.	i	.
- C/C(=N/NC(N)=S)c1ccccc1[N+](=O)[O-]
    .	-2	-3	.	8	-0.6	-2.2	-1	-5.6	20
- CN(C(=O)CSc1nnc(N)s1)c1c(N)n(Cc2ccccc2)c(=O)[nH]c1=O
    -4	-1	7	.	3	-0.8	0.7	-2	-0.7	2
- Cc1cccc(CN2CCN(C3CN(C4CCCCC4)S(=O)(=O)C3)CC2)c1 (stereo unspecified)
    .	-9	.	0.4	2	.	-1.2	.	.	.
- CN(C(=O)CS(=O)(=O)c1cn(CC(=O)N2CCOCC2)c2ccccc12)c1ccccc1
    -5	1	-9	0.4	-6	-0.3	-2.0	3	i	11
- CC(C)COC(=O)/C(C#N)=C/c1c[nH]c2ccccc12
    -5	-1	-2	.	2	1.6	-0.4	5	2.7	23
- Cc1ccccc1Oc1ccc(Oc2ccccc2C)nn1
    -18	-2	-2	0.8	-10	0.1	-0.5	8	1.4	6
- COc1ccc(CN2CCC(CO)(Cc3ccccc3C(F)(F)F)CC2)c(F)c1
    -13	-13	-6	-0.9	0	0.4	-1.0	1	0.4	35
- c1ccc2[nH]c(NCCN3CCOCC3)nc2c1
    -5	0	2	.	6	-0.3	0.3	0	i	-10

High-throughput results as filed in PubChem.
